P. falciparum M1AAP: malaria alanyl aminopeptidase activity blockers – biochemical, fluorogenic H-Leu-NHMec substrate, 1536-well (AID 1445) | recombinant M1AAP, H-Leu-NHMec fluorogenic kinetic assay; higher % means a stronger effect | one-dose inhibition, % at 30 µM; IC50 in µM for titrated hits | hit rate 0.42% among 220,000;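 active = primary inhibition above the hit cutoff, then over 50% inhibition at one or more dose response concentrations, cut at about 23% in these data, passing the limit was not always enough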;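 note: plate controls were DMSO full reaction for no effect and no enzyme background for full effect; strong numbers were not always called active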
Dynein transport: blocks dynein driven cargo transport along microtubules; 3617.4 mouse cells, GR-EGFP nuclear translocation imaging; test concentration mostly 20 µM; stimulated with dexamethasone, 1 µM; hits give low values; z-score, hits read low; hit rate 0.47% among 220,000; AID 1381;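 active = plate z-score of nuclear minus cytoplasmic receptor signal below a set negative limit, without overly bright fluorescence or cell loss, cut at about -3.5 in these data, passing the limit was not always enough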;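 note: z-score of nuclear minus cytoplasmic ring GR-EGFP intensity difference per well; some compounds called inactive have numbers as strong as hits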
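medium = tetracycline-free induction medium containing charcoal-stripped FBS | also added = 1.0 µM final dexamethasone stimulus | schedule = 48 h induction, 1 h compound, 30 min dex at 37 °C | technique = fixed, Hoechst-stained cells imaged at 10x for EGFP | measure = GR-EGFP nuclear translocation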
NOD1 NF-kB reporter: inhibition of NOD1-driven NF-kB reporter – cell-based, luminescence, uHTS, primary screen (AID 1578). NOD1-driven NF-kB luciferase reporter cells, luminescence; higher % means a stronger effect. inhibition, % at 4 µM, or EC50 in µM where a hit was titrated. hit rate 1% among 290,000; in the data active = inhibition mostly above about 36%, no sharp cut-off; inactive = mostly below about 34%;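 note: HEK-293T reporter cells stimulated with the NOD1 agonist gamma-tri-DAP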
KOR beta-arrestin-1: KOR antagonists, beta-arrestin recruitment, cell-based, luminescence, uHTS (AID 1778); hit rate 0.091% among 290,000; KOR beta-arrestin recruitment, luminescence, antagonist mode; higher % means a stronger effect; inhibition, % at 10 µM; hits with a dose series show IC50 in µM; note: strong numbers were not always called active
AID2073: disruptors of CaV2.2 binding to Mint1 – biochemical, HTRF (AID 2073). HTRF protein-protein interaction, Mint1-CaV2.2; higher % means a stronger effect. one-dose inhibition, % at 20 µM; IC50 in µM for titrated hits. hit rate 0.19% among 290,000; in the data active = inhibition mostly above about 51%, no sharp cut-off; note: some results filed as inactive read as strong as hits
NOD2 inhibition: NOD2 signaling inhibitors, cell-based, luminescence, uHTS, HEK293 (AID 1566); HEK293 NOD2/NF-kB luciferase reporter, luminescence; higher % means a stronger effect; hit rate 0.63% among 290,000; one-dose inhibition, % at 4 µM; EC50 in µM for titrated hits; note: many of its hits are not listed in these tables
M17LAP inhibition: P. falciparum M17LAP inhibitors, primary screen, biochemical, fluorogenic H-Leu-NHMec substrate, 1536-well (AID 1619); recombinant M17LAP, H-Leu-NHMec fluorogenic kinetic assay; higher % means a stronger effect; one-dose inhibition, % at 30 µM; IC50 in µM for titrated hits; hit rate 0.38% among 220,000;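 active = compound inhibiting the enzyme by more than half at any dose during confirmatory dose-response retesting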;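 note: plate controls were full reaction with DMSO carrier for no effect and no enzyme background for full effect; strong numbers were not always called active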
GPR55 beta-arrestin: GPR55 agonists via beta-arrestin recruitment, primary screen, imaging, U2OS cells, beta-arrestin-GFP redistribution (AID 1961); U2OS GPR55 beta-arrestin-GFP redistribution imaging; higher % means a stronger effect; one-dose activation, % at 10 µM; EC50 in µM for titrated hits; hit rate 0.048% among 290,000;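 active = activation above 40% with more than 50 cells counted in the well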;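 note: U2OS osteosarcoma cells stably expressing GPR55 and beta-arrestin-GFP; plate controls were DMSO negative control for no effect and LPI positive control for full effect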
KOR beta-arrestin-2: kappa opioid receptor activators – cell-based, luminescence, uHTS, primary screen (AID 1777). KOR beta-arrestin recruitment, luminescence; higher % means a stronger effect. activation, % at 10 µM, or EC50 in µM where a hit was titrated. hit rate 0.02% among 280,000; in the data active = activation above about 50%, passing the limit was not always enough; note: a part of the inactive calls stands beside numbers as strong as those of hits
Dynein transport cytoplasmic EGFP: also measured in Dynein transport; calls as there; z-score; measured here: cytoplasmic GR-EGFP intensity; hits give high values
Dynein transport nuclear GR-EGFP: also measured in Dynein transport; calls as there; z-score; measured here: nuclear GR-EGFP intensity;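 lower value marks the stronger effect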
Dynein transport cell count: second read-out of Dynein transport, no call of its own (marks repeat the call); z-score; measured here: cell count per field
Starred values were filed as active, the others as inactive; · = no result given; [ ] = remark or other dose. Cut-off read from the data, not from the text of the source, unless noted: active = inhibition above about 50%; inactive = the rest.

cpd	canonical_smiles	KOR beta-arrestin-2	Dynein transport nuclear GR-EGFP	M17LAP inhibition	GPR55 beta-arrestin	P. falciparum M1AAP	Dynein transport
1	CN(CC1CCCO1)S(=O)(=O)c1ccc(C(=O)Nc2nnc(-c3ccccc3)o2)cc1 (centres undefined)	8.3%	·	·	-0.1%	·	·
2	O=C(NCc1ccccc1)c1ccc(Cn2cc(C(F)(F)F)ccc2=O)cc1	0.0%	-0.54	13%	0.2%	-2%	-0.42
3	Cc1cc(C(=O)COC(=O)c2ccncc2)c(C)n1CCc1ccc(F)cc1	-2.3%	0.21	3%	0.0%	2%	-0.12
4	Cc1cc(C)n(-c2ccc(C(=O)C(C#N)c3nc4ccccc4n3C)cc2)n1 (centres undefined)	-2.1%	0.068	5%	-0.2%	-1%	-0.28
5	COc1ccccc1N(CN1CCCC1=O)C(=O)c1c(F)cccc1Cl	-1.2%	0.47	9%	0.2%	6%	-0.079
6	Nc1nnc(SCc2ccc3c(c2)OCO3)s1	6.0%	-0.3	8%	-0.1%	5%	-0.6
7	CCOC(=O)C1=C(c2ccccc2)Nc2ncnn2C1c1cccc(OC)c1OC (centres undefined)	-3.2%	-0.56	0%	-0.1%	2%	-0.89
8	CN1CCC(=NNC(=O)CN(c2cccc(Cl)c2)S(C)(=O)=O)CC1	-4.1%	-0.2	-1%	0.0%	-3%	0.27

cpd	AID2073	Dynein transport cell count	KOR beta-arrestin-1	Dynein transport cytoplasmic EGFP	NOD2 inhibition	NOD1 NF-kB reporter
1	8%	·	10%	·	35%	11%
2	-6%	0.77	8%	-0.22	12%	-8%
3	43%	0.23	3%	-0.28	4%	-20%
4	-4%	0.66	16%	0.1	10%	-3%
5	-5%	0.16	-18%	-0.2	-2%	14%
6	0%	0.75	0%	-0.24	-11%	-18%
7	4%	0.32	29%	-0.25	3%	-19%
8	-6%	0.46	-4%	-0.23	-6%	-8%

Next section:
cpd	canonical_smiles	KOR beta-arrestin-2	Dynein transport nuclear GR-EGFP	M17LAP inhibition	GPR55 beta-arrestin	P. falciparum M1AAP	Dynein transport
9	COc1cc2oc(=O)c3c(c2cc1OCC(=O)c1c(C)n(C)c2ccccc12)CCCC3	8.1%	0.46	22%	0.5%	1%	1.3
10	CCOCCCNC(=O)C1(O)c2cc(Br)ccc2NC(=O)N1c1cccc(OC)c1 (centres undefined)	-1.9%	·	·	0.2%	·	·
11	Cc1cc(C)nc(SCc2n[nH]c(=S)n2C)n1	-1.1%	-0.13	-3%	0.1%	1%	-0.98
12	COc1ccc(S(=O)(=O)Cc2ccc(C(=O)NCc3ccc(F)cc3)o2)cc1	1.4%	0.68	2%	0.2%	-1%	0.94
13	COc1cccc(N2CCN(C(=O)c3ccc(CS(=O)Cc4ccc(Cl)cc4)o3)CC2)c1 (centres undefined)	-0.2%	·	·	0.1%	·	·
14	CCOc1ccc(C2c3[nH]c4ccccc4c3C[C@H]3C(=O)N(C4CC4)CC(=O)N23)cc1OC (some centres undefined)	2.8%	·	·	0.0%	·	·
15	Cc1nn(-c2ccccc2)c(C)c1/C=N/NC(=O)CSc1nnc(SCc2ccc(Cl)cc2)s1	2.0%	-0.35	-11%	-0.2%	11%	-0.27
16	COc1ccc(NC(=O)CC2(CC(=O)O)CCCC2)cc1	1.4%	·	·	0.0%	·	·

cpd	AID2073	Dynein transport cell count	KOR beta-arrestin-1	Dynein transport cytoplasmic EGFP	NOD2 inhibition	NOD1 NF-kB reporter
9	8%	-0.56	-5%	-0.3	13%	-27%
10	16%	·	18%	·	-4%	-21%
11	-20%	0.058	26%	-0.16	11%	-14%
12	-1%	-0.99	-2%	-0.01	14%	20%
13	0%	·	-30%	·	15%	-18%
14	3%	·	-10%	·	1%	-2%
15	-1%	0.42	-11%	-0.25	-13%	-8%
16	16%	·	13%	·	-10%	-11%

Part of the list above, in transposed form:
9	COc1cc2oc(=O)c3c(c2cc1OCC(=O)c1c(C)n(C)c2ccccc12)CCCC3
10	CCOCCCNC(=O)C1(O)c2cc(Br)ccc2NC(=O)N1c1cccc(OC)c1 (centres undefined)
11	Cc1cc(C)nc(SCc2n[nH]c(=S)n2C)n1
12	COc1ccc(S(=O)(=O)Cc2ccc(C(=O)NCc3ccc(F)cc3)o2)cc1
13	COc1cccc(N2CCN(C(=O)c3ccc(CS(=O)Cc4ccc(Cl)cc4)o3)CC2)c1 (centres undefined)
14	CCOc1ccc(C2c3[nH]c4ccccc4c3C[C@H]3C(=O)N(C4CC4)CC(=O)N23)cc1OC (some centres undefined)
15	Cc1nn(-c2ccccc2)c(C)c1/C=N/NC(=O)CSc1nnc(SCc2ccc(Cl)cc2)s1
screen / no.	9	10	11	12	13	14	15
KOR beta-arrestin-2	8.1%	-1.9%	-1.1%	1.4%	-0.2%	2.8%	2.0%
Dynein transport nuclear GR-EGFP	0.46	·	-0.13	0.68	·	·	-0.35
M17LAP inhibition	22%	·	-3%	2%	·	·	-11%
GPR55 beta-arrestin	0.5%	0.2%	0.1%	0.2%	0.1%	0.0%	-0.2%
P. falciparum M1AAP	1%	·	1%	-1%	·	·	11%
Dynein transport	1.3	·	-0.98	0.94	·	·	-0.27
AID2073	8%	16%	-20%	-1%	0%	3%	-1%
Dynein transport cell count	-0.56	·	0.058	-0.99	·	·	0.42
KOR beta-arrestin-1	-5%	18%	26%	-2%	-30%	-10%	-11%
Dynein transport cytoplasmic EGFP	-0.3	·	-0.16	-0.01	·	·	-0.25
NOD2 inhibition	13%	-4%	11%	14%	15%	1%	-13%
NOD1 NF-kB reporter	-27%	-21%	-14%	20%	-18%	-2%	-8%

Continued.
cpd	canonical_smiles	KOR beta-arrestin-2	Dynein transport nuclear GR-EGFP	M17LAP inhibition	GPR55 beta-arrestin	P. falciparum M1AAP	Dynein transport
17	COCC1CCCN(C(=O)c2cc(COc3cncc(Cl)c3)on2)C1 (centres undefined)	6.7%	·	·	-0.2%	·	·
18	CCOC(=O)c1sc(NS(=O)(=O)c2ccc(C)cc2)nc1C	-0.9%	0.18	26%	-0.1%	1%	0.083
19	CN(C)c1ccc(/C=N/n2ncc3ccccc32)cc1	-2.6%	0.55	0%	-0.4%	16%	-0.2
20	Cc1ccnc(NS(=O)(=O)c2ccc(NC(=O)Cc3ccc(Br)cc3)cc2)n1	3.8%	·	·	0.0%	·	·
21	C=CCn1c(SCn2nnc3ccccc3c2=O)nc2scc(-c3cccs3)c2c1=O	0.5%	-0.39	1%	-0.2%	1%	-0.88
22	COc1ccccc1C(=O)NNC(=O)c1ccc2ccccc2c1	1.5%	·	·	0.2%	·	·
23	CC1(C)CCC(C)(C)NC(=S)N1	5.2%	0.34	8%	0.1%	4%	0.61
24	O=C(Nc1ccc(F)cc1F)C1CCCN1S(=O)(=O)c1ccc(-c2ccc(=O)[nH]n2)s1 (centres undefined)	10%	·	·	0.3%	·	·

cpd	AID2073	Dynein transport cell count	KOR beta-arrestin-1	Dynein transport cytoplasmic EGFP	NOD2 inhibition	NOD1 NF-kB reporter
17	1%	·	-41%	·	-5%	-30%
18	-6%	0.96	-4%	-0.27	20%	8%
19	-2%	0.24	22%	-0.28	-91%	4%
20	0%	·	-19%	·	-29%	-10%
21	14%	0.12	·	-0.33	1%	39%
22	17%	·	7%[20 µM]	·	12%	-30%
23	-17%	1.3	-8%	-0.27	14%	1%
24	14%	·	0%	·	1%	-17%

Additional results follow.
cpd	canonical_smiles	KOR beta-arrestin-2	Dynein transport nuclear GR-EGFP	M17LAP inhibition	GPR55 beta-arrestin	P. falciparum M1AAP	Dynein transport
25	COc1cccc(CNC(=O)Cn2ccc3cc(S(=O)(=O)N4CCCCCC4)ccc32)c1	-1.8%	·	·	0.5%	·	·
26	COC(=O)c1ccccc1NC(=O)COC(=O)CSc1nnc(N)s1	-5.7%	0.36	26%	-0.4%	8%	0.56
27	COCCCN(Cc1ccco1)C(=O)Cn1ncc2c([nH]c3ccccc32)c1=O	-5.1%	·	·	-0.2%	·	·
28	Cc1nnc(NC(=O)CSc2nccn2-c2ccc(F)cc2)s1	-5.4%	-0.5	-5%	0.9%	-3%	-0.5
29	COc1ccccc1N(C)C(=O)c1cc(S(=O)(=O)N2CCc3ccccc32)cn1C	-1.7%	·	·	0.0%	·	·
30	CC1(C)Cc2c(cnn2-c2ccccc2)C(=O)/C1=N\NC(=O)c1ccccc1N	-4.2%	-0.46	-5%	-0.1%	8%	-1
31	N/N=c1\sc2ccccc2n1-c1ccccc1	6.0%	0.35	-8%	0.6%	2%	0.73
32	COc1ccc(-c2ncncc2-c2ccc(OC)c(OC)c2)c(O)c1	3.4%	·	·	0.4%	·	·

cpd	AID2073	Dynein transport cell count	KOR beta-arrestin-1	Dynein transport cytoplasmic EGFP	NOD2 inhibition	NOD1 NF-kB reporter
25	40%	·	19%	·	13%	-19%
26	-2%	-0.19	-13%	-0.17	3%	-22%
27	22%	·	-32%	·	14%	-18%
28	5%	0.33	-7%	-0.37	5%	-29%
29	2%	·	-22%[20 µM]	·	-2%	-26%
30	-8%	0.57	-27%	0.15	5%	-16%
31	-16%	0.14	-31%	-0.16	6%	3%
32	2%	·	0%	·	16%	-10%

(list continues)
cpd	canonical_smiles	KOR beta-arrestin-2	Dynein transport nuclear GR-EGFP	M17LAP inhibition	GPR55 beta-arrestin	P. falciparum M1AAP	Dynein transport
33	COC(c1ccccc1)c1nnc(CCC(=O)N2CCN(Cc3cccs3)CC2)o1 (centres undefined)	-2.2%	0.34	6%	-0.2%	0%	0.57
34	O=c1[nH]cc(I)cc1I	2.2%	-0.41	-2%	1.2%	6%	-0.76
35	Cc1cccc(N(C(=O)c2ccc(CN3CCOCC3)o2)C(C(=O)NC2CCCCC2)c2ccc(F)cc2)c1 (centres undefined)	4.4%	-0.93	5%	-0.4%	6%	-0.86
36	CCOC(=O)c1cccc(NC(=O)C2(S(=O)(=O)c3ccc(C)cc3)CC2)c1	1.5%	-0.49	-5%	0.5%	6%	-0.33

cpd	AID2073	Dynein transport cell count	KOR beta-arrestin-1	Dynein transport cytoplasmic EGFP	NOD2 inhibition	NOD1 NF-kB reporter
33	27%	-0.42	14%	-0.17	0%	-32%
34	-7%	1.3	22%	-0.25	19%	-2%
35	-5%	-0.0033	-19%	-0.25	13%	-1%
36	0%	0.59	13%	-0.34	19%	-4%

Not all compounds are listed; the hit share may differ from the screen's.
